# FH mod: Identification of activators of human fumarate hydratase by quantitative high-throughput screening. FH coupled MDH/diaphorase resazurin fluorescence, 15 min. 54,000 tested, 0.22% active. AID 1347055, 2019. Potency, µM (titrated, usually from 79.9 µM), for inactives: at the highest dose activity change, negative = inhibition, usual class: inhibitors. Fumarate hydratase, mitochondrial (Homo sapiens), P07954; also: potency is read from the fitted curve at half-maximal effect; % is scaled to controls: 0 for no effect and ±100 for the full control effect; the screen sought activators but most active calls are inhibition curves; nearly all actives have a fitted effect of over 45% in size
# NTMT1 inh: Primary qHTS for Inhibitors of N-terminal methyltransferase 1 (NTMT1): MTaseGlo Assay. N-terminal Xaa-Pro-Lys N-methyltransferase 1 (Homo sapiens), Q9BV86. NTMT1 MTase-Glo SAH luminescence, purified enzyme. Potency, µM (titrated, usually from 114 µM), for inactives: top-dose activity change, negative = inhibition, most hits filed as inhibitors. 59,000 tested, 2.5% active. AID 1645870, 2021;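 also: potency is read from the fitted curve at half-maximal effect; plate controls were DMSO vehicle for no effect and no enzyme for full effect; nearly all actives have a fitted effect of over 65% in size; many of its hits are not listed in these tables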
# Target sequence (Q9BV86 whole entry, looked up): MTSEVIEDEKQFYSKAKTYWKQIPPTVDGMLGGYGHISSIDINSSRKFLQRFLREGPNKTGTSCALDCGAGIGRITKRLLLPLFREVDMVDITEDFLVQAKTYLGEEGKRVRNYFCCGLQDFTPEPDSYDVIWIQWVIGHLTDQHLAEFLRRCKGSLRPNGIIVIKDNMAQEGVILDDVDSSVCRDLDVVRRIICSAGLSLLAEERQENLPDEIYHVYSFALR
# p53null 32C tox: qHTS Screen for Compounds that Selectively Target Cancer Cells with p53 Mutations: Cytotoxicity of p53 Null Cells at the Permissive Temperature; H1299-neo p53 null cells, ATP luminescence, 24 h, 32C; Potency, µM (highest dose often 46.1 µM), inactives show at the highest dose activity change, negative = cytotoxicity, usual class: cytotoxic; 55,000 tested, 0.62% active;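 also: potency is read from the fitted curve at half-maximal effect; 0% = DMSO only and -100% = full killing by 100 µM tamoxifen; nearly all actives have a fitted effect of over 55% in size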
#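 Cells lacking p53 (H1299-neo) are plated at 600 per well and allowed to settle overnight at 37C. Test compounds (up to 46 uM) are added and held 24 hours at 32C, then ATP is quantified by luminescence.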
# PTAP-TSG101 blk: qHTS Validation Assay for Inhibitors of HIV-1 Budding by Blocking the Interaction of PTAP/TSG101: Sytravon Library Screen. Fluorescence polarization, FITC-PTAP peptide/Tsg101, 20 min. Potency, µM (series often up to 115 µM), inactives show at the top dose activity change, negative = inhibition, usual class: inhibitors. 44,000 tested, under 10 active. AID 1347069, 2019; also: potency is read from the fitted curve at half-maximal effect; 0% is about no effect
#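 The Tsg101 binding domain, at 10 uM final, is mixed with compound and a FITC peptide bearing the PTAP motif (50 nM final). After 20 min at r.t., polarization is measured; actives defined by CRC class, efficacy cut-off 60% inhibition.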
# p53null 39C tox: qHTS Screen for Compounds that Selectively Target Cancer Cells with p53 Mutations: Cytotoxicity of p53 Null Cells at the Nonpermissive Temperature | H1299 p53-null (neo) cells, 39C, ATPlite viability, 24 h | Potency, µM (top dose mostly 46.1 µM), without a hit: at the highest dose activity, negative = cell killing, actives largely listed as cytotoxic | 55,000 tested, 0.97% active | AID 904, 2007;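 also: potency is read from the fitted curve at half-maximal effect; 0% = DMSO only and -100% = full killing by 100 µM tamoxifen; nearly all actives have a fitted effect of over 50% in size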
#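 Cells seeded at 600/well, 37C overnight. Compound added (up to 46 uM), plates shifted to 39C for 24 hr. ATPlite added, luminescence read after 20 min at room temperature.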
# GALK inh: qHTS Assay for Inhibitors of Human Galactokinase (GALK): NCGC Sytravon Library Screen; Potency, µM (doses to about 57.5 µM), without a hit: at the top dose activity, negative = inhibition, most hits filed as inhibitors; P51570; recombinant GALK, Kinase-Glo ATP luminescence, 1 h; 44,000 tested, under 10 active;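 also: plate controls were full GALK reaction for no effect and reaction lacking GALK for full effect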
# Target sequence (P51570 whole entry, looked up): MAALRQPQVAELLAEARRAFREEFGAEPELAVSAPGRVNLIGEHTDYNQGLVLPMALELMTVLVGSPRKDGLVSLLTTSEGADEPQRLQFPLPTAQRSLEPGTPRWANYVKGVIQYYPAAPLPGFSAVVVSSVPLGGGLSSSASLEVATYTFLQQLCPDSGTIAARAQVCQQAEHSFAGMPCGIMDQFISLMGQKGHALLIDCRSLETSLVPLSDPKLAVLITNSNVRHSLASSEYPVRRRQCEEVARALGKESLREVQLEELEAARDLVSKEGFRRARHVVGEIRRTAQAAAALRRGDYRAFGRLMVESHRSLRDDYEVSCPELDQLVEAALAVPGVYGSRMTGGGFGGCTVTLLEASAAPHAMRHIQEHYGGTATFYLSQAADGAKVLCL
#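 5 nM GALK with 35 µM ATP and 100 µM galactose in HEPES pH 8.0, MgCl2, NaCl, DTT, BSA; 1 h RT reaction, remaining ATP detected by Kinase-Glo Plus luminescence after 10 min; qHTS concentration series.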
# B2AR arrestin ag: qHTS assay of beta-arrestin-biased ligands of beta2-adrenergic receptor: NCGC Sytravon Library Screen; Beta-2 adrenergic receptor (Homo sapiens), P07550; Potency, µM (titrated, usually from 46.1 µM), inactives show at the top dose activation, most hits filed as activators; 44,000 tested, under 10 active; AID 1347077, 2019; HTLA Tango cells, beta-arrestin recruitment, luciferase luminescence, 18 h;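 also: potency is read from the fitted curve at half-maximal effect; 0% = DMSO and full agonism = EC100 isoproterenol or metaproterenol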
# Target sequence (P07550 whole entry, looked up): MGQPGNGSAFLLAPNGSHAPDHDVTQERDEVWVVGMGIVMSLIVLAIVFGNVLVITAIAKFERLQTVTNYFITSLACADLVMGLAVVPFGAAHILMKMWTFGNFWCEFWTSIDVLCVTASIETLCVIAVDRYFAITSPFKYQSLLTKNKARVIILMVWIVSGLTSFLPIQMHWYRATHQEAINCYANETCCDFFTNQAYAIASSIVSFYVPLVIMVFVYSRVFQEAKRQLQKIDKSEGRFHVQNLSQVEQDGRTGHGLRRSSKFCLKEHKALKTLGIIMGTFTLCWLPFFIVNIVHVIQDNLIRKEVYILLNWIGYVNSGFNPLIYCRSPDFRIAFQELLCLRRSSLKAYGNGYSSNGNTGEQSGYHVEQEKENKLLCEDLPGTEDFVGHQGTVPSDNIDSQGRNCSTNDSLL
#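 Ligand-induced beta-arrestin recruitment to recombinant beta2-AR is measured via a tTA-driven luciferase reporter in Tango cells after 18 hr compound exposure at 37 degrees C. Concentrations span up to 46 microM.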
# The depositor's hits bear a star; ? = inconclusive; · = no result given; [ ] = another dose, or the depositor's remark. Calls follow the shape of the dose curve; as a rule, active = well fitted curve in the direction sought with a large enough effect; inconclusive = small, poorly fitted or top-dose-only effect, or another doubt; inactive = no such curve, though single readings can be large; an effect the other way counts as inactive or inconclusive.
# The line under a structure holds: FH mod	NTMT1 inh	p53null 32C tox	PTAP-TSG101 blk	p53null 39C tox	GALK inh	B2AR arrestin ag
- COc1cc(NC(=O)C(CC(C)C)NS(=O)(=O)c2ccc3c(c2)CCCC(=O)N3)cc(OC)c1 (stereo unspecified)
→ 12%	4%	-2%	-4%	3%	0%	1%
- CCOc1ccc(C(=O)N(Cc2ccc(C(C)C)cc2)Cc2ccco2)cc1
→ -15%	-24%	36%[activator]	3%	-12%	2%	-1%
- COc1ccccc1NC(=O)C(C)Sc1nnc2ccc3ccccc3n12 (stereo unspecified)
→ ?	-1%	-5%	-2%	-23%	4%	-1%
- CCc1ccc(CNC(=O)Cn2nc(-c3ccc(Cl)cc3)ccc2=O)cc1
→ -5%	24%	6%	-1%	-10%	-5%	2%
- Cc1ccccc1-c1nnc(C2CCN(S(=O)(=O)c3ccc(Cl)cc3)CC2)o1
→ -7%	-3%	?	1%	4%	7%	0%
- CC(=O)c1cccc(NC(=O)Cn2c(=O)oc3cc(S(=O)(=O)N4CCCC4)ccc32)c1
→ -8%	?	0%	-2%	-7%	1%	-4%
- COc1cc2c(-c3ccccc3C)nc3c(c(C)nn3-c3ccccc3)c2cc1OC
→ ·	·	0%	5%	-17%	0%	0%
- Cc1nn(CC(=O)Nc2cccc(C(F)(F)F)c2)c(=O)c2nn(-c3ccccc3)c(C)c12
→ -14%	-5%	17%	11%	12%	1%	1%
- Cc1ccc(CNC(=O)c2cccc(N3CCCS3(=O)=O)c2)cc1
→ -2%	16%	-13%	-3%	-16%	1%	-1%
- COC(=O)c1ccc(C2Nc3c(C)cc(C)cc3C3C=CCC32)cc1 (stereo unspecified)
→ -2%	34%[activator]	-14%	-1%	-7%	4%	0%
- COc1cc(NS(=O)(=O)c2ccc3c(c2)CC(C)N3C(=O)C2CCC2)cc(OC)c1OC (stereo unspecified)
→ ·	·	0%	-6%	-10%	2%	0%
- Cc1ccc(C)c(NC(=O)Cn2cc(C(=O)c3ccncc3)c(=O)c3cc(F)ccc32)c1
→ 3%	-3%	-3%	1%	1%	2%	3%
- COc1cc(-c2noc(-c3nnn(-c4ccc(Cl)cc4)c3C)n2)cc(OC)c1OC
→ 0%	2%	-7%	-5%	3%	1%	0%
- Cc1ccccc1OCc1nnc(SCc2cc(=O)c3ccc(C)c(C)c3[nH]2)n1C
→ -20%	?	-7%	1%	?	2%	0%
- Cc1ccc(C(=O)NCC(c2ccco2)S(=O)(=O)c2ccc(Cl)cc2)cc1C (stereo unspecified)
→ -13%	-19%	5%	-9%	16%	-1%	-2%
- CC(=O)N1c2ccc(S(=O)(=O)NCCC(=O)N(C)Cc3ccccc3)cc2CC1C (stereo unspecified)
→ -4%	-2%	-8%	-2%	-21%	3%	0%
- COc1ccc(CNC(=O)Cc2ccc(NC(=O)N3CCSc4ncccc43)cc2)cc1
→ -1%	1%	-17%	-2%	-11%	0%	-1%
- COc1cccc(C(=O)NCC(=O)OCc2cc(=O)n3ccsc3n2)c1
→ 7%	14%	-11%	1%	8%	0%	-1%
- Cc1cc(C)cc(NC(=O)c2cnn(-c3ccc(C)c(C)c3)c2C2CCNCC2)c1
→ -16%	-29%	19%	-3%	-10%	-7%	-1%
- CCOC(=O)CN1C(=O)c2ccccc2Sc2ncccc21
→ -25%	-18%	-4%	-2%	22%	-1%	-3%
- COc1ccc(CNC(=O)Nc2ccc3c(c2)N(C)C(=O)c2ccccc2S3)cc1
→ -23%	6%	11%	0%	-7%	0%	-3%
- O=C(NCCS(=O)(=O)N1CCN(c2ccc(F)cc2)CC1)C1CC(=O)N(c2ccc(F)cc2)C1 (stereo unspecified)
→ 5%	8%	-7%	-3%	-2%	1%	-1%
- CCc1nn2c(=O)c(S(=O)(=O)Nc3ccc(Br)cc3F)c(C)nc2s1
→ -4%	-2%	-7%	-7%	-22%	-8%	0%
- Cc1ccc(C(=O)Nc2c(C)nc3ccccn3c2=O)cc1C
→ 1%	7%	-15%	-1%	15%	-5%	0%
- CCOc1ccc(C(=O)NCCn2cc(SCC(=O)Nc3ccccc3)c3ccccc32)cc1
→ -14%	1%	·	-1%	·	-2%	0%
- CCCCNC(=O)CCn1nc(-c2ccc(Cl)cc2)c2ccccc2c1=O
→ -10%	15%	10%	-2%	?	0%	0%
- Cc1c2cnn(-c3ccccc3)c(=O)c2c(C)n1CCCC(=O)Nc1cccc(F)c1
→ -21%	-4%	3%	-1%	-25%	5%	-2%
- CN(Cc1ccccc1)C(=O)CN1C(=O)CSc2ccc(S(=O)(=O)N3CCOCC3)cc21
→ -1%	7%	-1%	-2%	8%	-1%	0%
- Cc1ccc2scc(N3CCC(C)CC3)c(=O)c2c1
→ -5%	?	?	-1%	20µM*	0%	2%
- COc1ccc(Cl)cc1NC(=O)c1cc(C)nc2c1c(C)nn2-c1ccccc1
→ 6%	9%	3%	-7%	-7%	1%	0%

# (continued)
canonical_smiles	FH mod	NTMT1 inh	p53null 32C tox	PTAP-TSG101 blk	p53null 39C tox	GALK inh	B2AR arrestin ag
CCOc1ccccc1C(=O)N(Cc1cc(OC)c(OC)c(OC)c1)C1CCS(=O)(=O)C1 (stereo unspecified)	5%	0%	3%	1%	-2%	0%	1%
Cc1ccc(NC(=O)Cn2nc3c(cc2=O)CCCC3)cc1Cl	-4%	?	-4%	1%	-8%	3%	-1%
O=C(Nc1ccccc1C(=O)OCc1cc(=O)n2ccsc2n1)c1ccc(Cl)cc1	-1%	-7%	-2%	0%	-1%	-1%	1%
CCOc1ccccc1NC(=O)CSc1nc2c(oc3ccccc32)c(=O)n1-c1ccc(C)c(C)c1	-9%	15%	0%	-2%	15%	-8%	5%
CCc1ccc(NC(=O)N(Cc2c[nH]c3ccccc23)C2CCCCCC2)cc1	-3%	-14%	-1%	-7%	-9%	0%	0%
CCn1c(COc2ccc(Cl)cc2Cl)nc2ccccc21	3%	12%	-13%	-5%	?	-3%	0%
COc1ccc(-c2n[nH]c3c2C(c2ccccn2)N(C)C3=O)cc1 (stereo unspecified)	-1%	?	3%	-3%	-6%	2%	-1%
Cc1ccc2oc3c(c(=O)c2c1)C(c1ccc([N+](=O)[O-])cc1)N(CCCN1CCOCC1)C3=O (stereo unspecified)	-4%	-4%	1%	-9%	-5%	2%	-3%

# Two entries from above, as labelled records:
CCOc1ccccc1C(=O)N(Cc1cc(OC)c(OC)c(OC)c1)C1CCS(=O)(=O)C1 (stereo unspecified)
  FH mod: 5% | NTMT1 inh: 0% | p53null 32C tox: 3% | PTAP-TSG101 blk: 1% | p53null 39C tox: -2% | GALK inh: 0% | B2AR arrestin ag: 1%
Cc1ccc(NC(=O)Cn2nc3c(cc2=O)CCCC3)cc1Cl
  FH mod: -4% | NTMT1 inh: ? | p53null 32C tox: -4% | PTAP-TSG101 blk: 1% | p53null 39C tox: -8% | GALK inh: 3% | B2AR arrestin ag: -1%

# Following part
canonical_smiles	FH mod	NTMT1 inh	p53null 32C tox	PTAP-TSG101 blk	p53null 39C tox	GALK inh	B2AR arrestin ag
CCCN1CCN(CCNC(=O)Nc2ccccc2OCC)CC1	-3%	?	-3%	-1%	6%	0%	-2%
Cc1cccc(-n2c(=O)c3c(c4cc(C)ccc4n3C)n(CC(=O)Nc3ccccc3C(F)(F)F)c2=O)c1	6%	15%	4%	-1%	26%	-3%	0%
COc1ccc(NC(=O)c2cnn(-c3ccc(C)c(C)c3)c2C2CCNCC2)cc1OC	27%	?	7%	0%	7%	-1%	-1%
COc1ccc(-c2nnc(SCC(=O)NC3CCCCC3)nc2-c2ccc(OC)cc2)cc1	?	3%	5%	0%	31%[activator]	4%	-3%
CCN(CCN(C)C)C(=O)Cn1ncc2c([nH]c3ccc(C)cc32)c1=O	-5%	-18%	-5%	-2%	2%	0%	1%
CCc1ccc(C(=O)c2cn(CC(=O)Nc3ccc(F)cc3)c3ccc(F)cc3c2=O)cc1	-10%	-5%	18%	-4%	7%	8%	0%
O=C(NCc1ccccc1Cl)c1cccn1-c1nnc(N2CCCCC2)s1	-4%	7%	-8%	1%	-1%	1%	0%
O=C(Nc1cccc(C(F)(F)F)c1)Nc1nnc(N2CCCCC2)s1	-6%	0%	13%	-5%	-4%	3%	-3%

# Just NTMT1 inh and PTAP-TSG101 blk (5 entries from above):
smiles	NTMT1 inh	PTAP-TSG101 blk
O=C(NCc1ccccc1Cl)c1cccn1-c1nnc(N2CCCCC2)s1	7%	1%
O=C(Nc1cccc(C(F)(F)F)c1)Nc1nnc(N2CCCCC2)s1	0%	-5%
CCCN1CCN(CCNC(=O)Nc2ccccc2OCC)CC1	?	-1%
CCN(CCN(C)C)C(=O)Cn1ncc2c([nH]c3ccc(C)cc32)c1=O	-18%	-2%
Cc1cccc(-n2c(=O)c3c(c4cc(C)ccc4n3C)n(CC(=O)Nc3ccccc3C(F)(F)F)c2=O)c1	15%	-1%

# Remaining list, next part.
canonical_smiles	FH mod	NTMT1 inh	p53null 32C tox	PTAP-TSG101 blk	p53null 39C tox	GALK inh	B2AR arrestin ag
Cc1ccc(CNC(=O)c2nc(SCc3ccccc3F)ncc2Cl)cc1	0%	?	-15%	0%	3%	-1%	-2%
CCOC(=O)CC(NC(=O)CCc1c(C)nc2ncnn2c1C)c1ccc(C)cc1 (stereo unspecified)	-9%	-2%	-9%	2%	0%	8%	1%
COc1ccc(NC(=O)C(Cc2ccccc2)NS(=O)(=O)c2ccc(Br)s2)cc1OC (stereo unspecified)	-12%	2%	-26%	0%	-8%	1%	1%
COc1ccc(NC(=O)C2CCCN(S(=O)(=O)c3c(C)n[nH]c3C)C2)cc1OC (stereo unspecified)	-8%	-4%	1%	-9%	-4%	-2%	0%
COC(=O)c1ccc(-n2c(/C=C\c3cccc(Br)c3)nc3ccccc3c2=O)cc1	-8%	-8%	-8%	-3%	-25%	0%	-1%
Cc1ccccc1C(=O)Nc1cccc(C(=O)OCc2cc(=O)n3c(C)csc3n2)c1	-12%	-2%	-3%	-8%	-1%	-3%	1%

# High-throughput results: PubChem, National Center for Advancing Translational Sciences (NCATS)

# A portion of the library. The share of hits here may be higher or lower than overall.
